High-throughput results (PubChem BioAssay)
Menin-MLL TR inh – displaces Texas Red mutant MLL peptide from human menin | O00255 | Menin + Texas Red MLL mutant peptide, fluorescence polarization | Potency, µM (highest dose often 61.6 µM), for inactives: top-dose FP activity change, negative = inhibition, actives largely listed as inhibitors | hit rate 0.23% among 270,000; active = well fitted inhibition curve with a large enough effect in the polarisation, with a control signal flat, not every such curve was filed as active; inconclusive = small, poorly fitted or top-dose-only effect, or effect the other way, or a change in a side signal; inactive = no such curve, though single readings can be large or run the other way; the % refers to the polarisation; note: potency is the fitted concentration of half-maximal effect; % of control where 0% means no effect; many of its hits are not listed in these tables
Target sequence (O00255 whole entry, looked up): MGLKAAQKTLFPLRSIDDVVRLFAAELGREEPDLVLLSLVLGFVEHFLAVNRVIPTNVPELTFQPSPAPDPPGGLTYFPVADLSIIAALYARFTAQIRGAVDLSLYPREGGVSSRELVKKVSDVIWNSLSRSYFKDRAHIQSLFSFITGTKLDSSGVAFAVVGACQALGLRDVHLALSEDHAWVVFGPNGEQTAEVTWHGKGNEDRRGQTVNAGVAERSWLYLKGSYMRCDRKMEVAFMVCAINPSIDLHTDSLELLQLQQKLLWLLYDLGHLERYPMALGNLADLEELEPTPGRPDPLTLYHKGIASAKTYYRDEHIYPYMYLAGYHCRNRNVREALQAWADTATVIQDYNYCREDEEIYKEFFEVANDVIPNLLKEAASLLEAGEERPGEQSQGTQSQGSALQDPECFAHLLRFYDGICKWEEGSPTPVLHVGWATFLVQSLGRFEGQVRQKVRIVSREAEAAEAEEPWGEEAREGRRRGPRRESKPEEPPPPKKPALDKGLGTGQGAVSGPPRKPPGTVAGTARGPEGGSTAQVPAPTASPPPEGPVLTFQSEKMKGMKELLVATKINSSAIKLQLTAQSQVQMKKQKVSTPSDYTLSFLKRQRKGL
GALK inhibitor – blocks human galactokinase activity. Purified GALK, Kinase-Glo residual ATP luminescence. Potency, µM (top dose mostly 57.5 µM), without a hit: at the highest dose activity change, negative = inhibition, hits mostly inhibitors. hit rate 0.007% among 270,000; note: potency is the fitted concentration of half-maximal effect; % is set by controls: 0 for no effect and ±100 for the full control effect
Target sequence (P51570 whole entry, looked up): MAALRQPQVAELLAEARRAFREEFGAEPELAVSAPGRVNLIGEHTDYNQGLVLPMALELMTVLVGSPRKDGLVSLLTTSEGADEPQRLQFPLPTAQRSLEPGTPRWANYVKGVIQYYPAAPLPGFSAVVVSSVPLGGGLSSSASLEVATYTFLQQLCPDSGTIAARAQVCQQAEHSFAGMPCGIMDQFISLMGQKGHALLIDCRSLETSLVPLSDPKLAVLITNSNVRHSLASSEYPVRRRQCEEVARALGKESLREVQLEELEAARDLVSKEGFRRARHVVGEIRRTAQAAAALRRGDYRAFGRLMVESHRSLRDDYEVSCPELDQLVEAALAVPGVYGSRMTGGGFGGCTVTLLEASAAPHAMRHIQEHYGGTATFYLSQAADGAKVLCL
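Luminescence from leftover ATP (Ultra-Glo luciferase/luciferin) served as read-out after a 1 h room-temperature reaction of 5 nM GALK with 35 uM ATP and 100 uM galactose.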
USP2a block – USP2a (human) protease inhibition | O75604 | USP2 core, Ub-CHOP2 coupled fluorogenic reporter, 485/531 | Potency, µM (highest dose often 38.3 µM), inactives show at the highest dose activity change, negative = inhibition, most hits filed as inhibitors | hit rate 0.01% among 330,000 | AID 463254;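 note: potency is the fitted concentration of half-maximal effect; plate controls were DMSO wells for no effect and full inhibition by NEM control for full effect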
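USP2 core (10nM final) preincubated 30min RT with compound in 20mM Tris-HCl pH 8.0, 2mM CaCl2, 2mM beta-mercaptoethanol, 0.05% CHAPS; 25nM Ub-CHOP2 plus 25nM reporter substrate added, fluorescence (Ex485/Em531) read after 60min.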
hERG WT inh – KCNH2 (human, wildtype) channel inhibition; AID 720551; U2OS, BacMam KCNH2, thallium flux FluxOr; hits give low values; activity change, % at 1.84 µM; hit rate 0.37% among 340,000;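 active = maximum activity change below -70%; inconclusive = maximum activity change between -70% and -50%; inactive = maximum activity change above -50%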; note: % is set by controls: 0 for no effect and ±100 for the full control effect
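U2OS cells transduced with wild-type KCNH2 virus are loaded with FluxOr dye for 45 min, and thallium flux is measured in kinetic reads before and after stimulation buffer. Rate constants are normalized to DMSO controls.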
KCNH2 3.1 inh – KCNH2 3.1 (human) potassium channel inhibition; hit rate 0.95% among 340,000; AID 720553; U2OS KCNH2 3.1, thallium flux FluxOr; hits give low values; activity change, % (tested at about 1.8 µM);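 active = maximum activity change below -70%; inconclusive = maximum activity change from -70% to -50%; inactive = maximum activity change above -50%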;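 note: thallium influx rate constant from kinetic fluorescence after stimulation buffer; % is set by controls: 0 for no effect and ±100 for the full control effect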
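Normalized rate constant (relative to positive and negative DMSO controls) derived from a 2 min kinetic fluorescence read after stimulation; U2OS cells expressing the 3.1 isoform via virus at 1.77 x 10^8 /mL.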
Giardia kill – Giardia lamblia killing; Giardia lamblia trophozoite viability; activity change, % at 7.66 µM, hits read low; hit rate 0.15% among 340,000; in the data active = activity change below about -80%; inconclusive = between about -30% and that limit;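 note: parasites exposed to compound for two days anaerobically before the ATP read; % is set by controls: 0 for no effect and ±100 for the full control effect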
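Luminescence from cellular ATP indicates surviving trophozoites (100 cells/well) following 48 hrs anaerobic compound treatment at 37 deg C; signal develops 15-30 min at room temperature.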
Coupling enz – inhibits coupling enzyme system, counter-screen for aldolase hits. AID 2472. coupling enzyme system counterscreen, AmpLite Red fluorescence. activity change, negative = inhibition, % at 58.2 µM, hits read low. hit rate 0.67% among 290,000; in the data active = activity change below about -30%; note: % is set by controls: 0 for no effect and ±100 for the full control effect
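Compounds tested against the coupling enzymes alone at 57.5 uM final; readout was AmpLite Red fluorescence (525/598 nm) after 20 min at RT.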
TRPV1 ag – activates the human vanilloid receptor TRPV1; hit rate 0.19% among 320,000; activation, % at 8.33 µM; AID 540275; Q8NER1; TRPV1-expressing cells, Fluo-8 calcium influx, agonist mode; in the data active = activation above about 80%; inconclusive = between about 30% and that limit; note: 0% is about no effect
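Cells expressing TRPV1 were dye-loaded with Fluo-8 and read kinetically: 10 s baseline, 3 min after compound (agonist portion), then 2 min after EC20 capsaicin (allosteric enhancer portion). Calcium-bound dye fluorescence at 480/520 nm.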
PKM2 act – activators of human pyruvate kinase M2 | P14618 | purified PKM2, Kinase-Glo ATP luminescence, activation; response scale: 0% is enzyme alone, no compound | Potency, µM (highest dose often 57.5 µM), without a hit: at the top dose activation, hits mostly activators | hit rate 0.34% among 260,000; note: potency is the fitted concentration of half-maximal effect; % is set by controls: 0 for no effect and ±100 for the full control effect; nearly all actives have a fitted effect of over 55% in size
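ATP formation by purified human PK-M2, quantified via coupled luciferase luminescence after 1 h at room temperature with 0.1 mM ADP and 0.5 mM PEP final.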
CXXC DNA block – inhibitors of human MLL CXXC domain-DNA interaction. Potency, µM (titrated, usually from 115 µM), for inactives: top-dose activity change, negative = inhibition, hits mostly inhibitors. MLL-CXXC / FITC-HOXA9 DNA fluorescence polarization. hit rate 0.037% among 290,000. Q03164; active = well fitted inhibition curve with a large enough effect in the polarisation, with a control signal flat, not every such curve was filed as active; inconclusive = small, poorly fitted or top-dose-only effect, or effect the other way, or a change in a side signal; inactive = no such curve, though single readings can be large or run the other way; the % refers to the polarisation; note: potency is the fitted concentration of half-maximal effect
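Purified MLL-CXXC (added from a 7 uM solution) was preincubated 5 min at ambient with pinned compounds in 50 mM Tris-HCl pH 7.5, 50 mM NaCl, 1 mM DTT, 0.05% BSA. Fluorescein-labeled HOX-A9 DNA (50 nM solution) followed, 30 min, then polarization read.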
B2AR arrestin – beta2AR (human) beta-arrestin recruitment activity; AID 492947; beta-arrestin recruitment to beta2AR, cell-based reporter; hit rate 0.02% among 330,000; P07550; Potency, µM (highest dose often 46.1 µM), for the others: top-dose activation, most hits filed as activators;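 note: potency is the fitted concentration of half-maximal effect; 0% = DMSO controls and full agonism = EC100 isoproterenol or metaproterenol; nearly all actives have a fitted effect of over 65% in size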
Starred values were filed as active, the others as inactive; i = inactive; ? = inconclusive; . = no result given; [ ] = remark or other dose. Unless noted, calls come from the whole dose curve; as a rule, active = well fitted curve in the direction sought with a large enough effect; inconclusive = small, poorly fitted or top-dose-only effect, or another doubt; inactive = no such curve, though single readings can be large; an effect the other way counts as inactive or inconclusive.

The line under a structure holds: Menin-MLL TR inh, GALK inhibitor, USP2a block, hERG WT inh, KCNH2 3.1 inh, Giardia kill, Coupling enz, TRPV1 ag, PKM2 act, CXXC DNA block, B2AR arrestin
1) OC(C#CCN1CCOCC1)(c1ccccc1)C1CC1 (stereo not given)
  -13%, 2%, 3%, 3, 8, -7, 2, 0, -2%, 0%, 0.0%
2) CC(C)n1nc(C(=O)OCn2nnc3ccccc3c2=O)c2ccccc2c1=O
  -9%, -6%, 0%, -4, -1, -18, 4, 0, 1%, 11%, -0.2%
3) CCOC(=O)N1CCC(N2CCCC(C(=O)c3ccc4cc(OC)ccc4c3)C2)CC1 (stereo not given)
  -17%, 6%, -1%, -4, -29, -16, 1, ?, -3%, -7%, 0.1%
4) O=C(Cn1nc(C(=O)O)c2ccccc2c1=O)c1cc(F)ccc1F
  ., -2%, -2%, -6, 12, 13, 4, -1, 4%, 9%, -0.3%
5) COc1ccc(-c2noc(CN(C)Cc3ccc(C)o3)n2)cc1
  -8%, 2%, 2%, -1, -4, 3, -3, 3, -16%, 3%, -0.8%
6) COc1ccc(-n2nc(C(=O)NCC(=O)NCC3COc4ccccc4O3)c3ccccc3c2=O)cc1 (stereo not given)
  7%, -1%, -3%, 2, 8, -20, -1, 1, 3%, 6%, 0.4%
7) O=C(O)CCCNS(=O)(=O)c1ccc(F)cc1
  12%, -2%, 2%, 18, 4, 16, 5, 0, 2%, 3%, 0.3%
8) Cc1cc(NC(=O)c2ccc(N3CCCC3)c([N+](=O)[O-])c2)no1
  ?, 10%, 5%, -3, 8, -13, 1, 7, 2%, 4%, 0.2%
9) CC1CC(C)CN(C(=O)c2ccc3ncsc3c2)C1 (stereo not given)
  ., ., -7%, -3, -1, 0, ., -2, ., ., 0.3%
10) CCC(C)Nc1nc2c(c(=O)n(C)c(=O)n2C)n1Cc1ccc(Cl)cc1 (stereo not given)
  ., 2%, -1%, 2, -14, 26, 5, 2, 5%, -4%, -0.1%
11) CCOc1ccc(C(=O)Nc2cccc(-c3nc4cccnc4o3)c2)cc1Cl
  -1%, -5%, 1%, 5, 0, -5, ., 2, -2%, 25%, -0.2%
12) O=C(NN=Cc1ccc(F)cc1)c1ccccc1NS(=O)(=O)c1cccs1
  ., ., -1%, -11, 5, -14, ., ., ., ., -0.2%
13) COCCCN(CC(=O)Nc1ccc(N2CCOCC2)cc1)S(=O)(=O)c1ccc(C)cc1
  5%, -2%, -12%, -19, 4, 1, 2, -2, 2%, 21%, 0.2%
14) COc1ccc2[nH]c3nc(SCC(=O)Nc4cccc(NC(C)=O)c4)nnc3c2c1
  22%, 2%, 0%, -6, 3, -4, 0, -2, 5%, -6%, -0.7%
15) CCc1ccc(/C=N/NC(=O)c2cc(-c3cccc([N+](=O)[O-])c3)n[nH]2)cc1
  ., 0%, 7%, -15, -28, 13, 4, -9, 0%, 1%, 0.1%
16) COc1ccc(-c2cc3nc(C)cc(-c4ccc(OC)cc4)n3n2)cc1
  17%, 6%, -2%, -8, -10, 19, -3, 8, 0%, -3%, 0.5%
17) COc1ccc(C2C(C(=O)N3CCN(c4ccccc4)CC3)c3ccccc3C(=O)N2C)cc1 (stereo not given)
  -5%, -1%, 2%, 2, 2, 5, 3, 1, -4%, 5%, 0.3%
18) O=C(CSc1ccccc1)NCc1cccnc1
  0%, 5%, 1%, -13, 6, -12, 1, -3, 3%, 2%, -0.2%
19) CSc1nnc(-c2ccc(NC(=O)CCc3ccccc3)cc2)n1C
  -9%, -2%, -1%, -2, -3, 16, 1, 1, -13%, 11%, -0.2%
20) COc1ccc(CNC(=O)CSc2cc(=O)n(C)c3ccccc23)cc1
  -4%, 2%, -2%, i, -1, -9, 0, -3, -4%, -10%, 0.1%

Next results follow.
The line under a structure holds: Menin-MLL TR inh, GALK inhibitor, USP2a block, hERG WT inh, KCNH2 3.1 inh, Giardia kill, Coupling enz, TRPV1 ag, PKM2 act, CXXC DNA block, B2AR arrestin
21) CC(C)(C)C1CCc2onc(C(=O)Nc3cccc(O)c3)c2C1 (stereo not given)
  ., -3%, -8%, ., ., ., 0, ?, 2%, -6%, 0.1%
22) N#Cc1c2n(c3c(-c4ccccc4)ncnc13)CCC2
  -4%, 0%, -1%, 3, 2, -10, 3, 2, -3%, 1%, -0.3%
23) COc1ccccc1Oc1coc2c(CN3CCN(C)CC3)c(O)ccc2c1=O
  8%, 1%, 0%, 3, -3, -11, 0, -3, -2%, 10%, -0.6%
24) COc1ccc2c(Cn3cnc4cc([N+](=O)[O-])ccc4c3=O)cc(=O)oc2c1
  ., 5%, 1%, 0, -3, 6, 0, -2, -4%, 8%, 0.3%
25) O=C(COC(=O)CC1CC2CCC1C2)Nc1ccccc1Cl (stereo not given)
  ., ., 0%, -6, -4, 17, ., ., ., ., 0.4%
26) O=C(c1cccc(S(=O)(=O)N2CCN(c3ccccc3)CC2)c1)N1CCCCCCC1
  ., ., -1%, 6, -5, 20, ., 22, ., ., 0.1%
27) Cc1cc(OCC(=O)NCCN2CCOCC2)c2c(C)c(C)c(=O)oc2c1
  11%, 2%, 1%, -7, -1, 26, 2, 4, 6%[0.46 µM], 6%, -0.4%
28) CCCCOc1ccc(N(CC(=O)NC(C)(C)C)C(=O)CCC(=O)Nc2nccs2)cc1
  -19%, -4%, 0%, 23, -13, -6, 0, 5, 0%, 1%, 0.1%
29) CCN1CCN(S(=O)(=O)c2cccs2)CC1
  6%, 1%, 1%, -47, 11, 6, 0, 4, 2%, 2%, -2.0%
30) CCOc1ccccc1OCC(=O)Nc1nnc(C)s1
  -1%, -3%, 0%, 21, 19, 4, 2, 7, -1%, -1%, 0.0%
31) COc1ccccc1NC(=O)C1CCCN1C(=O)Nc1ccc(F)cc1 (stereo not given)
  -5%, 1%, 0%, -3, 2, -14, 0, 8, 3%, -11%, -0.2%
32) O=C(CSc1nnc(CNC(=O)c2ccc(F)cc2)o1)NCc1ccccc1
  19%, -7%, 1%, -9, 8, 2, 1, 5, 3%, 5%, -0.4%
33) O=C1CC(c2ccccc2)=NN1c1ccc([N+](=O)[O-])cc1
  ?, -2%, -1%, -12, -3, -3, 0, 0, -4%, -16%, -0.4%
34) COc1ccc(S(=O)(=O)Nc2cc3c4c(c2)CC(=O)N4CCC3)cc1C
  ., ., 0%, 16, 12, 14, ., -1, ., ., 0.0%
35) Cc1ccc(S(=O)(=O)NCCN=Cc2ccc(N(C)C)cc2)cc1
  -1%, -4%, 2%, 5, 0, 3, 0, 0, 0%, 1%, -1.2%
36) Cc1ccc(N(CC(=O)NC2CC2)S(=O)(=O)c2ccccc2)c(C)c1
  ., 4%, 0%, 7, 1, -14, ., -1, 5%, 4%, -0.6%
37) Cn1cc(/C=C2/SC(=O)N(CC(=O)Nc3ccc4c(c3)OCO4)C2=O)c2ccccc21
  ., -4%, 4%, -12, 5, -13, -2, ., -1%, 18%, -1.1%
38) COc1ccccc1OCC(=O)Sc1ccc(C)cc1
  -6%, 6%, 2%, 4, -7, -5, -1, 11, -3%, -3%, -0.2%
39) Cc1cc(C)cc(NC(=S)NCc2ccc3[nH]c4c(c3c2)CCCC4)c1
  ?, ., 2%, -28, -2, -9, -4, 3, -1%, -7%, -0.1%
40) CCCc1cc(-c2nc(-c3ccc(Br)cc3)cs2)ccn1
  -7%, 0%, -1%, -2, -4, -10, 2, 3, 1%, 9%, 0.2%

Continuation.
The line under a structure holds: Menin-MLL TR inh, GALK inhibitor, USP2a block, hERG WT inh, KCNH2 3.1 inh, Giardia kill, Coupling enz, TRPV1 ag, PKM2 act, CXXC DNA block, B2AR arrestin
41) CC(C)(C)NC(=O)NC(=O)Cn1ccsc1=N
  -9%, -1%, 7%, -2, 1, 7, 4, 1, 0%, 11%, 4.5%
42) CC(C)n1c(CN2CCN(Cc3ccccc3)CC2)nc2ccccc21
  ., -1%, 0%, 0, 7, ?, 2, ., -3%, -1%, -0.9%
43) N/C(=N\OC(=O)c1ccccc1F)c1cccc([N+](=O)[O-])c1
  10%, -7%, 3%, 27, 4, -11, 3, 0, -2%, 6%, -0.1%
44) Cc1cccc(NC(=O)C2CCCN(S(=O)(=O)c3cccc4nsnc34)C2)n1 (stereo not given)
  5%, 0%, 2%, 14, 0, -21, 7, -5, 15%, -9%, 0.3%
45) CC(=O)COc1ccc(-c2csnn2)cc1
  ., 0%, 0%, 11, 10, -1, 4, 2, -2%, -9%, -0.6%

This is a subset, so the mix of outcomes need not match the whole.
